Source: PubChem BioAssay (National Center for Advancing Translational Sciences (NCATS))
Vif-APOBEC3G blk – inhibitors of Vif-APOBEC3G interaction | AID 602310 | hit rate 0.076% among 410,000 | Q9HC16 | HeLa A3G-eYFP + Vif (tagged APOBEC3G with the HIV-1 protein that degrades it), YFP fluorescence, overnight | Potency, µM (top dose mostly 46.1 µM), without a hit: top-dose activity, negative = active, hits mostly inhibitors;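 note: % is set by controls: 0 for no effect and ±100 for the full control effect; nearly all actives have a fitted effect of over 60% in size; hits raise eYFP signal because A3G escapes Vif-driven loss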
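HeLa cells stably expressing Vif and C-terminally eYFP-tagged A3G, seeded overnight at 37 deg C, then exposed to compound by pintool overnight at 37 deg C. Rise in yellow fluorescence (Ex 488/Em 500-530, Acumen) marks blocked Vif-driven A3G degradation.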
IDH1 R132H inh – inhibitors of human mutant IDH1 R132H. O75874. IDH1-R132H enzyme, NADPH consumption, diaphorase/resazurin fluorescence. Potency, µM (series often up to 76.6 µM), for inactives: top-dose activity change, negative = inhibition, usual class: inhibitors. hit rate 0.093% among 390,000. AID 602179; note: % is set by controls: 0 for no effect and ±100 for the full control effect; nearly all actives have a fitted effect of over 65% in size
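IDH1-R132H (0.5 ug/mL dispensed) in pH 7.5 Tris buffer was preincubated 30 min with compound, then given a substrate mix of 0.016 mM NADPH and 2 mM alpha-KG for 80 min at room temperature; remaining NADPH was read by diaphorase/resazurin fluorescence.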
USP1-UAF1 inh – blocks the human USP1/UAF1 deubiquitinase complex; recombinant USP1/UAF1, Ub-Rhodamine cleavage fluorescence; Potency, µM (top dose mostly 57.1 µM), for the others: top-dose activity change, negative = inhibition, most hits filed as inhibitors; hit rate 0.23% among 390,000; note: % is set by controls: 0 for no effect and ±100 for the full control effect; nearly all actives have a fitted effect of over 60% in size; inactives centre near -12
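USP1/UAF1 complex at 1 nM was preincubated with compound for 15 min at room temperature, then Ub-Rho substrate (150nM final) was added. Fluorescence (480/540 nm) was read kinetically, 6 reads every 60 seconds.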
Vif-APOBEC3F blk – Vif-A3F binding inhibition | Potency, µM (titrated, usually from 46.1 µM), without a hit: at the top dose activity, negative = active | hit rate 0.2% among 390,000 | HeLa A3F-eYFP + Vif (tagged APOBEC3F with the HIV-1 protein that degrades it), YFP fluorescence increase; note: % of control where 0% means no effect; nearly all actives have a fitted effect of over 65% in size
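HeLa cells stably expressing Vif plus C-terminally eYFP-tagged A3F were seeded, incubated overnight at 37 deg C, dosed with compound, incubated overnight again at 37 deg C. Yellow fluorescence (Ex 488/Em 500-530) reported blocked Vif-mediated A3F-eYFP degradation.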
rTrxR1 inhibitor – rat TrxR1 inhibition; O89049; recombinant rTrxR1, NADPH fluorescence consumption, selenite substrate; Potency, µM (titrated, usually from 114 µM), without a hit: at the top dose activity change, negative = inhibition, usual class: inhibitors; hit rate 1% among 390,000; AID 588453; note: % is set by controls: 0 for no effect and ±100 for the full control effect; nearly all actives have a fitted effect of over 65% in size
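Rat TrxR1 (90 nM in the dispensed reagent) was pre-reduced with 400 uM NADPH for 5 min at room temperature, then incubated with compound for 15 min. After 400 uM selenite was added, NADPH fluorescence (Ex 340/Em 450 nm) was followed for 8 min.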
ALOX12 inh – blocks human arachidonate 12S-lipoxygenase; P18054; purified 12hLO, xylenol orange hydroperoxide absorbance; Potency, µM (doses to about 108 µM), without a hit: top-dose activity change, negative = inhibition, most hits filed as inhibitors; hit rate 1.1% among 580,000; note: % is set by controls: 0 for no effect and ±100 for the full control effect
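Purified human 12hLO at 150 nM in 25 mM Hepes, 0.01% Triton X-100, pH 7.0, preincubated 15 min at room temperature with compound. Reaction started with 40 uM arachidonic acid, 30 min at room temperature. Hydroperoxide measured by Fe-xylenol orange, 573/405 nm absorbance ratio.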
TrxR1 substrate – rat thioredoxin reductase 1 substrate activity | O89049 | purified TrxR1 substrate turnover, NADPH consumption readout | Potency, µM (doses to about 114 µM), inactives show at the top dose activity change, negative = substrate turnover | hit rate 0.01% among 390,000 | AID 588456; note: % is set by controls: 0 for no effect and ±100 for the full control effect; nearly all actives have a fitted effect of over 50% in size
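Rat TrxR1, dispensed at 90 nM, was prereduced with 400 uM NADPH (final) for 5 min at ~22 deg C, then incubated with compound 15 min before 400 uM selenite. A first-read NADPH fluorescence drop versus no-compound background flagged substrates.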
RXFP1 agonist – activates the human relaxin receptor RXFP1; Potency, µM (titrated, usually from 57.5 µM), without a hit: at the top dose activation, usual class: activators; AID 2676; Q9HBX9; HEK293T-RXFP1 cAMP TR-FRET, 30 min; response scale: percent of porcine relaxin response, buffer zero; hit rate 0.3% among 370,000; note: % is set by controls: 0 for no effect and ±100 for the full control effect; nearly all actives have a fitted effect of over 60% in size; many of its hits are not listed in these tables
Target sequence (Q9HBX9 whole entry, looked up): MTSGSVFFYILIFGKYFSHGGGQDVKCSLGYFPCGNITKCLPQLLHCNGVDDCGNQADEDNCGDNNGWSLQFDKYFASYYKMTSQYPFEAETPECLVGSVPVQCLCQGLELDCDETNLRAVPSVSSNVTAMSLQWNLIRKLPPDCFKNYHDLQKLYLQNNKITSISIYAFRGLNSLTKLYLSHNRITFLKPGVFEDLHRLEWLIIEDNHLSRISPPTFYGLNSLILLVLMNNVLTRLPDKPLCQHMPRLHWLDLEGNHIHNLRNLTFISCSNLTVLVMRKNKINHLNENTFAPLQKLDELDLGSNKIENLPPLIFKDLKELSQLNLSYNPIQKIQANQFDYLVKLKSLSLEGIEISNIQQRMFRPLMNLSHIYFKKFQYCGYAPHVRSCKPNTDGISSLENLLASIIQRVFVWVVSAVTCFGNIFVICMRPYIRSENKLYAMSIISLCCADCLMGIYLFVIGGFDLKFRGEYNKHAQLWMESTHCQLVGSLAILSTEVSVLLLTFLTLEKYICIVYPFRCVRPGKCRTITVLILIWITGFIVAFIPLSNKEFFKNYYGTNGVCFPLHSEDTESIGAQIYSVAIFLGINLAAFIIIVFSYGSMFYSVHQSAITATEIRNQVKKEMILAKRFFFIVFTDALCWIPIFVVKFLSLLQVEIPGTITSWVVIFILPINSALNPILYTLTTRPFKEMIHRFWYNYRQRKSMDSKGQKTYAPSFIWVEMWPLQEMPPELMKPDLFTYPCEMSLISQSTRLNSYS
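HEK293 cells stably expressing RXFP1, treated 30 min at 37C with compounds plus PDE4 inhibitor Ro 20174; cAMP measured by HTRF TR-FRET. Normalized to buffer and 29 nM porcine relaxin; EC50 by Hill fit.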
RGS4 inhibitor – inhibitors of human regulator of G protein signaling 4; P49798; Transcreener GDP fluorescence polarization, RGS4-accelerated GTP hydrolysis; Potency, µM (highest dose often 114 µM), inactives show top-dose activity change, negative = inhibition, most hits filed as inhibitors; hit rate 0.039% among 390,000; AID 504845; note: % is set by controls: 0 for no effect and ±100 for the full control effect; nearly all actives have a fitted effect of over 75% in size; some results filed as inactive show a strong effect at the top dose
Target sequence (P49798 whole entry, looked up): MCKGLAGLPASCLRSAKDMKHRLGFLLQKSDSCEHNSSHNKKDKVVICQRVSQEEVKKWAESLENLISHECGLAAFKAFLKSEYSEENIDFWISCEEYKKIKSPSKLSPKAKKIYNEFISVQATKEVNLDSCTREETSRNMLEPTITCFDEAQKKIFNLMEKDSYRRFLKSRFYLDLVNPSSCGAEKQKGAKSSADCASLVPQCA
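MLSMR compounds (23 nl, pin-transferred) preincubated 10 min at room temperature with a 500nM (2x) first reagent, then RGS4 at 900nM (2x) plus Transcreener GDP mix added; fluorescence polarization (620/688 nm) read before and after 90 min at 30 °C.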
* = called active by the depositor; ? = inconclusive; . = not tested or not shown; [ ] = another dose, or the depositor's remark. Calls come from the whole dose curve; as a rule, active = well fitted curve in the direction sought with a large enough effect; inconclusive = small, poorly fitted or top-dose-only effect, or another doubt; inactive = no such curve, though single readings can be large; an effect the other way counts as inactive or inconclusive. Potency is the fitted concentration of half-maximal effect. A portion of the library, so the mix of outcomes need not match the whole.

SMILES	Vif-APOBEC3G blk	IDH1 R132H inh	USP1-UAF1 inh	Vif-APOBEC3F blk	rTrxR1 inhibitor	ALOX12 inh	TrxR1 substrate	RXFP1 agonist	RGS4 inhibitor
Cc1ccc(-c2noc(CCC(=O)NCC3CCN(Cc4cccc(C)c4)CC3)n2)cc1	0%	7%	1%	-2%	9%[57.1 µM]	-49%	-4%	-0.7%	-5%
Cn1ncc(Br)c1C(=O)N1CCN(C(=O)c2ccco2)CC1	-4%	-1%	-1%	0%	-4%	11%	3%[0.457 µM]	2.3%	6%
O=C(CSc1nnc(CNC(=O)c2ccccc2F)o1)c1ccc(Cl)cc1	-6%	4%	-14%	3%	8%	39%[activator][57.4 µM]	4%	2.3%	-12%
Cc1c(C#N)c2ncn(CCCN(C)C)c(=O)c2n1-c1ccccc1	0%	9%	-1%	-2%	1%	441%[activator]	-2%	0.9%	-1%
CCCCN(C(=O)Cc1ccc2c(c1)OCCO2)c1c(N)n(CC(C)C)c(=O)[nH]c1=O	-4%	-10%	-2%	-4%	5%	-14%	5%	0.0%	2%
COc1ccc(NC(=O)Cn2ncn3c(cc4ccccc43)c2=O)c(OC)c1OC	-1%	3%	-11%	-2%	10%	7%	-3%	4.0%	17%
S=C(NCc1ccc(Cl)c(Cl)c1)Nc1ccc2c(c1)OCO2	0%	1%	-9%	-21%	-19%	-23%	-14%	-1.3%	-24%
Cc1cc(C)n2nc(CC#N)c(C#N)c2n1	-5%	3%	-26%	-17%	17%[57.1 µM]	-3%	11%	5.2%	?
COCCNC(=O)[C@@H]1CCCN1C(=O)C1CCN(S(=O)(=O)c2ccc(C)cc2)CC1	2%	16%	-10%	-1%	32%	5%	7%	-2.3%	0%[11.4 µM]
CCc1cc2ccccc2nc1SCC(=O)N1CCN(C(=O)c2ccco2)CC1	-6%	-1%	-18%	5%	-14%	-12%	-3%	-1.0%	1%
CC(C)Oc1ccc(N2CC(C(=O)Nc3ccccc3F)CC2=O)cc1 (stereo not given)	-6%	1%	-5%	-16%	14%[57.1 µM]	?	12%[57.1 µM]	0.0%	28%
C=C(C)n1c(=O)n(Cc2ccc(C)cc2)c2ccccc21	-4%	5%	-3%	-5%	5%	0%	1%	0.0%	19%
CC(NS(=O)(=O)c1ccc(Cl)c(Cl)c1)C(=O)Nc1cccnc1 (stereo not given)	1%	3%	0%	6%	19%	5%	-1%	.	-1%
CCCSc1nnc(Cn2c(=O)sc3ccccc32)n1C	-1%	12%	-3%	3%	26%	23%[57.4 µM]	2%	0.4%	29%
CCCC(=O)Nc1cccc(S(=O)(=O)N(C)c2ccccc2)c1	0%	1%	-9%	10%	11%	9%	4%	0.4%	0%
O=c1c2ccccc2[nH]c2ccc(F)cc12	1%	0%	-8%	0%	1%[57.1 µM]	-7%	95%[activator][57.1 µM]	3.3%	-4%
C=CCN(Cc1cc(OC)ccc1OC)S(=O)(=O)N(C)C	1%	7%	7%	1%	1%[57.1 µM]	0%	5%[57.1 µM]	0.2%	0%
Cc1cccc(OCCN2C(=O)C(=O)c3cc(C)ccc32)c1	?	0%	-23%	5%	12%	5%	-6%[0.0914 µM]	0.8%	?
Cc1ccc(SCC(=O)Nc2ccc(N3CCOCC3)cc2)c(C)c1	-4%	1%	-14%	4%	15%[57.1 µM]	0%	-6%	-3.2%	-2%
CC12CC3(C)CC(C)(C1)CC(C(=O)NC(=S)N1CCCC1)(C2)C3	4%	7%	-20%	-12%	36%[57.1 µM]	?	-11%[57.1 µM]	1.9%	0%
CCc1nc(N2CCCCC2C(=O)O)c2oc3ccccc3c2n1 (stereo not given)	0%	0%	-23%	-4%	8%	13%	4%	-1.2%	7%
Cc1ccc(NC(=S)NCc2cccnc2)cc1	-8%	9%	-16%	3%	-4%	61%[activator]	6%	-0.1%	-31%
COc1ccc(OC)c(CNC(=O)c2ccc(Sc3ccc(Cl)cc3)c(NC(C)=O)c2)c1	2%	-14%	?	1%	27%[57.1 µM]	?	4%[57.1 µM]	0.1%	15%
O=C(Cn1ccc(NC(=O)OCc2ccccc2)nc1=O)NCCc1ccccn1	4%	24%	-12%	3%	-11%	5%	-7%	0.5%	-6%
C=CCn1c(SCC(N)=O)nnc1-c1cc2c(s1)CCC(CC)C2 (stereo not given)	0%	7%	-19%	1%	?	-7%	-9%	0.1%	-14%
CCOC(=O)NC(NS(=O)(=O)c1ccccc1)(C(=O)OCC)C(F)(F)F (stereo not given)	1%	4%	-9%	-10%	16%	-9%	5%	0.4%	-9%
CCN(CC)S(=O)(=O)c1cccc(C(=O)N2CCCc3ccccc32)c1	1%	1%	-11%	1%	11%	86%[activator]	0%	-4.5%	7%
CCn1c2ccccc2c2cc(/C=N/NC(=O)c3ccncc3)ccc21	-23%	3%	-18%	-3%	14%[57.1 µM]	5%	6%[57.1 µM]	-0.3%	-22%
Cn1c(CCN2CCCC2)nc2cc(NS(=O)(=O)c3ccccc3)ccc21	-28%	-17%	-19%	-5%	-5%	17%	1%	3.0%	12%
NC(=O)Cc1ccc2c(c1)[nH]c1ccccc12	1%	-4%	1%	1%	-1%[57.1 µM]	33%[activator]	0%	-1.5%	1%
CC1CCCC(C)N1C(=O)Nc1cccc(Cl)c1 (stereo not given)	-1%	8%	-2%	-4%	1%	-13%	5%	2.1%	4%
CCn1c(Nc2ccccc2Cl)nc2ccccc21	-3%	4%	?	-16%	20%[57.1 µM]	-28%	6%[57.1 µM]	0.2%	?
Cc1nc2sc(C(c3ccccc3)N3CCN(CCO)CC3)c(O)n2n1 (stereo not given)	-1%	0%	-8%	3%	2%[57.1 µM]	12%	5%[57.1 µM]	0.0%	29%
COc1ccc(C2N(c3ccc(C)cc3)CCN2c2ccc(C)cc2)cc1O	-1%	-6%	-10%	-3%	2%	-11%	-5%	0.2%	3%
CCOc1ccc(NC(=O)CSc2ccc(-c3cccnc3)nn2)cc1	4%	-1%	-8%	7%	12%	110%[activator]	7%	3.5%	1%
COc1ccc(-c2cn(-c3ccc(C)cc3)c(=O)n2CC(=O)Nc2ccc(OC)c(OC)c2)cc1	-1%	4%	-6%	-15%	27%	-3%	7%	-0.7%	1%
N#Cc1c(NC(=O)Cn2nc(C(F)(F)F)c3c2CCCC3)sc2c1CCC2	1%	2%	-17%	6%	-26%	?	-9%	0.4%	?
CCCn1c(=O)c(C(=O)Nc2ccccc2C(=O)OCC)c(O)c2ccccc21	1%	-1%	-16%	-9%	11%	8%	17%	0.4%	21%
O=C(NNC(=O)c1ccccc1F)c1ccc(-n2cncn2)c([N+](=O)[O-])c1	-1%	8%	-1%	-5%	-13%	1%	-11%	0.2%	-9%
O=C(NCc1cccc(Br)c1)c1ccc(NC(=O)N2CCCCc3ccccc32)cc1	-1%	-7%	1%	-3%	6%[57.1 µM]	-8%	0%[57.1 µM]	-1.9%	3%

Look-ups from above.
O=C(Cn1ccc(NC(=O)OCc2ccccc2)nc1=O)NCCc1ccccn1 – RGS4 inhibitor: -6%
Cc1ccc(NC(=S)NCc2cccnc2)cc1 – RGS4 inhibitor: -31%
CCCn1c(=O)c(C(=O)Nc2ccccc2C(=O)OCC)c(O)c2ccccc21 – Vif-APOBEC3G blk: 1%

(next part)
SMILES	Vif-APOBEC3G blk	IDH1 R132H inh	USP1-UAF1 inh	Vif-APOBEC3F blk	rTrxR1 inhibitor	ALOX12 inh	TrxR1 substrate	RXFP1 agonist	RGS4 inhibitor
N/C(=N\OC(=O)CCC1CCCC1)c1ccccn1	0%	7%	-16%	-2%	19%	-2%	3%	0.1%	-27%
CCOc1ccc(NCC(=O)N/N=C/C=C/c2ccccc2)cc1	-5%	-2%	-25%	-5%	-4%	-4%	-5%	4.8%	-6%
Cc1ccc(C(C)C)cc1OCC(=O)Nc1ccc(-n2cnnn2)cc1	1%	1%	-5%	-2%	1%	-16%	-1%	0.5%	6%
O=c1[nH]c(N2CCOCC2)cc2ccccc12	-7%	?	10µM*	6%	19%[57.1 µM]	0%	69%[activator][57.1 µM]	.	2%
Cc1cc(C)c(S(=O)(=O)N(CC(=O)O)C2CCCCC2)c(C)c1	2%	0%	-21%	0%	11%	-16%	5%	-0.6%	9%
CC[N+](CC)(CC(=O)Nc1c(C)cccc1C)Cc1ccccc1	2%	14%	-19%	3%	1%	-18%	4%	.	-4%
O=C(O)C1=CCCN(CCON=C(c2ccccc2)c2ccccc2)C1	-1%	-6%	-12%	2%	19%[57.1 µM]	?	7%[57.1 µM]	0.2%	-14%[56.9 µM]
CCCCCN(C(=O)CCC(=O)OC(C)C(=O)NCc1ccccc1)c1c(N)n(CCCC)c(=O)[nH]c1=O (stereo not given)	0%	-2%	-6%	2%	-6%[57.1 µM]	13%	-7%[57.1 µM]	-1.3%	-15%
Clc1ccc(-c2nnn3c2nc(NC2CCCCC2)c2ccccc23)cc1	-3%	-2%	-23%	9%	12%	0%	18%	0.3%	-7%
